High-throughput results: PubChem BioAssay, several laboratories
KKLEB cytotox = counter-screen for CF NF-kB inhibitors: cytotoxicity; KKLEB CF airway cells viability, ATPlite luminescence, overnight; hits give low values; cells stimulated with P. aeruginosa culture filtrate; activity change (cytotoxicity), % at 5 µM; hit rate 0.36% among 360,000;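 active means corrected activity change at or below -50% at 5 µM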
TWEAK Fn14 block = TWEAK-Fn14 signaling inhibition. TWEAK-stimulated Fn14 reporter cells, luciferase luminescence, 8 h. inhibition, % at 10 µM. hit rate 2% among 360,000; in the data active means inhibition above about 50%
CF NFkB inh = cystic fibrosis NF-kB activation inhibition. inhibition, % at 5 µM. hit rate 0.86% among 360,000. KKLEB NF-kB-GFP reporter, PAF-induced, GFP fluorescence overnight;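 active means at least 50% inhibition at 5 µM, scaled per plate between neutral and stimulator controls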;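 further: PAF is a Pseudomonas aeruginosa culture filtrate used as stimulus; plate controls were PAF-stimulated DMSO wells for no effect and unstimulated DMSO wells for full effect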
COUP-TFII inh = inhibitors of human COUP-TFII (NR2F2); P24468; HEK293T NGFI-A luciferase reporter, luminescence; hit rate 0.7% among 370,000; inhibition, % at 8.6 µM;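 active means inhibition above a per-plate cutoff, mean inhibition of test wells between control levels plus 3 SD, cut at about 38% in these data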;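 further: cells cotransfected with COUP-TFII expression vector driving the NGFI-A reporter; 0% = median of COUP-TF2 test wells and 100% = reporter-only cells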
Target sequence (P24468 whole entry, looked up): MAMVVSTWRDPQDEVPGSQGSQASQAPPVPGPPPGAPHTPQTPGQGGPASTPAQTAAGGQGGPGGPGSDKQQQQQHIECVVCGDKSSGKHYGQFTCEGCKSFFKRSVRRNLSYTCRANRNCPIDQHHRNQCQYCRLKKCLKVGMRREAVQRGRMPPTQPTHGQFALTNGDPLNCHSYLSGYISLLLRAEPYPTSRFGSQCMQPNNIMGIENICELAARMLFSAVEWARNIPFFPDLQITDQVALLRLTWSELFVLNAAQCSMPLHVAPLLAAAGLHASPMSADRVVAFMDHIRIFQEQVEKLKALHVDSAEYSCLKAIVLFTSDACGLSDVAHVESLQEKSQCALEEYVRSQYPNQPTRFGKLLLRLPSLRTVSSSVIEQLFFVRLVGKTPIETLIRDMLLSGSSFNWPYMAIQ
EBV LMP1 NFkB = Epstein-Barr LMP1 NF-kappaB reporter inhibition | AID 504558 | hit rate 0.69% among 350,000 | inhibition, % at 12.5 µM | LMP1-induced NF-kappaB luciferase reporter cells, luminescence; in the data active means inhibition above about 41%;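 further: 0% = neutral control wells and 100% = reference inhibitor control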
SRC2 inh = inhibits human steroid receptor coactivator 2 | Q15596 | inhibition, % at 9 µM | HEK293 GAL4-SRC2 luciferase reporter, luminescence | hit rate 0.17% among 370,000;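 active means inhibition above the mean inhibition of all tested compounds plus 3 SD, set per campaign, cut at about 52% in these data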;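 further: 0% = DMSO treated cells and 100% = cells given Gossypol at 36 µM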
NR5A2 inv ag = suppresses constitutive activity of human LRH-1. inhibition, % at 3.6 µM. hit rate 0.13% among 360,000. HEK293T StAR-luciferase reporter, LRH-1 transfected, 24 h. O00482;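 active means inhibition above the mean inhibition of all tested compounds plus 3 SD, cut at about 73% in these data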;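 further: 0% = DMSO wells and 100% = reporter-only cells lacking LRH-1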
Target sequence (O00482 whole entry, looked up): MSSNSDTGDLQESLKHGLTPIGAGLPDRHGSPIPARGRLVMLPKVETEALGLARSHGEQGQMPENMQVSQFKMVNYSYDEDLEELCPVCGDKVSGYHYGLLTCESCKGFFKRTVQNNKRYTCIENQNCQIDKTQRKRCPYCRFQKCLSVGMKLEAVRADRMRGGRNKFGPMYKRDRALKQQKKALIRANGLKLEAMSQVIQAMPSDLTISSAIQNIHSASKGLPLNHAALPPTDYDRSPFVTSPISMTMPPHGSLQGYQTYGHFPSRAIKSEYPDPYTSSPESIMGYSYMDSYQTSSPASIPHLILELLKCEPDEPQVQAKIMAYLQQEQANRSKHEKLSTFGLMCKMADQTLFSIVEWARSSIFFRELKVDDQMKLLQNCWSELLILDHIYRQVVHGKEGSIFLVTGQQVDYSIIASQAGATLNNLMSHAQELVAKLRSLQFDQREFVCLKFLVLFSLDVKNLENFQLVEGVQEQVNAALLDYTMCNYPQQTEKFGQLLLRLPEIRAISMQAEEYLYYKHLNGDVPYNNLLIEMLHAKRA
NCOA3 inh = human NCOA3 inhibition | inhibition, % at 3.6 µM | HEK293 GAL4-SRC3 luciferase reporter, luminescence | hit rate 0.17% among 360,000 | AID 588352 | Q9Y6Q9;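 active means inhibition above a per-campaign cutoff, the mean of all compounds plus 3 SD, cut at about 60% in these data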;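 further: 0% = DMSO-treated cells and 100% = gossypol-treated cells at 36 µM; higher means less SRC3-driven luciferase light from the GAL4 reporter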
TROY NFkB inh = TROY signaling inhibition. hit rate 0.98% among 360,000. inhibition, % at 10 µM. Q293 LMP1-TROYcd NF-kB luciferase reporter, 4 h. AID 1347056;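 active means compounds whose plate-normalised and pattern-corrected inhibition of the luciferase reporter signal at the single screening dose is 50% or more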
C8 TRAIL sens = caspase-8 TRAIL sensitization. AID 624354. hit rate 1% among 360,000. inhibition (viability loss, TRAIL sensitization), % at 10 µM. NB7+C8 cells + TRAIL, ATPlite viability luminescence;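 active means compounds causing at least 50% loss of cell viability in the single-dose screen, relative to plate controls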
SRC1 inh = inhibitors of human steroid receptor coactivator 1 (SRC1); Q15788; HEK293 GAL4-SRC1 luciferase reporter, luminescence; inhibition, % at 3.6 µM; hit rate 0.12% among 360,000; AID 588354;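 active means inhibition above the campaign mean plus 3 SD, with each screening campaign given its own cutoff, cut at about 60% in these data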;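 further: 0% = DMSO treated cells and 100% = gossypol at 36 µM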
An asterisk follows results filed as active; · = no result given.

Each structure is followed by: KKLEB cytotox, TWEAK Fn14 block, CF NFkB inh, COUP-TFII inh, EBV LMP1 NFkB, SRC2 inh, NR5A2 inv ag, NCOA3 inh, TROY NFkB inh, C8 TRAIL sens, SRC1 inh
O=C(Nc1ccc(Oc2ccccc2)cc1)c1csc([C@H]2C[C@H](O)[C@@H](CO)O2)n1
    -3, 48, 0, 77*, ·, 17, 44, 10, 20, 18, 11
Cc1ccc(C)c(C(=O)COC(=O)CNS(=O)(=O)c2ccccc2)c1
    -12, 20, 17, -20, 4, -13, 6, -7, 0, -13, 9
COc1ccccc1N1CCN(CC(O)COc2ccc3c(c2)CCC3)CC1 (configuration not stated)
    3, 9, -10, 3, 9, 17, 3, -11, 2, 6, 14
Cc1cc(C)nc(Nc2n[nH]c(COc3ccc(Cl)cc3)n2)n1
    -2, -16, -16, -3, -2, -6, -1, 4, -17, 12, 6
C=CCn1c(C)cc(C(=O)CSc2nc3ccccc3o2)c1C
    4, 1, 7, -34, -2, -17, -151, -74, -17, 24, -95
Cc1ccc(F)c(C2=CC(=O)C[C@H](c3ccc(F)cc3)C2)c1
    -10, -12, 24, 9, 1, -19, 19, 0, -15, -7, 9
CC(=O)C1=C(O)C(=O)N(c2ccc(C)cc2)C1c1ccc([N+](=O)[O-])cc1 (configuration not stated)
    -2, -16, 6, 19, -3, 16, -4, -7, 6, -5, 8
COn1c(-c2ccccc2)c(C=O)c2ccccc21
    -8, 16, 7, 1, -1, -1, 13, -9, -39, 18, 8
COc1ccc(Cl)cc1NC(=O)Nc1ccc(Br)cn1
    -7, -4, 11, -5, -14, -31, 28, 6, -5, 4, -29
Cc1cc(C)cc(NC(=O)C2CCCN2S(=O)(=O)c2ccc3c(c2)C(C)(C)C(=O)N3C)c1 (configuration not stated)
    -22, -3, 16, -7, -14, -4, -18, 5, 5, 3, -3
CCCCN(C)c1c(C)nc2ccc(C(=O)N(C)Cc3ccco3)cn12
    1, -8, 15, 10, ·, -21, -10, -4, 3, 12, -5
CC(=O)Nc1cc(NC(C)=O)cc(C(=O)OCC(=O)N2CC(C)OC(C)C2)c1 (configuration not stated)
    2, -9, -5, 0, -19, -19, 7, -11, 2, -12, -33
Cc1cc(C(=O)OCC(=O)NCc2ccco2)c(C)n1-c1ccc(F)cc1
    -14, 10, 16, 9, 13, 3, 6, 3, 11, -11, -1
Cc1ccccc1C(=O)NC(=S)Nc1ccccc1[N+](=O)[O-]
    0, -15, -7, ·, -3, ·, -15, -6, -20, 0, -32
O=C(CCC1CCCC1)N1CCC(N2CCCCCC2)CC1
    0, 14, -4, 9, 3, -9, -4, 11, 6, 2, -4
CC(C)c1ccccc1NC(=S)NN(Cc1ccccc1)c1ccccc1
    -17, -13, 13, 2, -8, -4, 0, 9, -1, 4, -7
CC(=O)NS(=O)(=O)c1ccc(NC(=O)C(Sc2ccccc2)c2ccccc2)cc1 (configuration not stated)
    -8, 2, -2, -1, -4, -1, -11, 17, 8, -25, 1
COc1ccc(C(C)(O)c2nc(/C=C/c3ccccc3)cs2)cc1 (configuration not stated)
    -10, 28, 7, 2, ·, -13, 14, -6, 3, 5, 5
CC(C)(C)c1ccc(NC(=O)c2cc[n+]([O-])cc2)cc1
    -17, -2, 24, 5, -6, 9, 2, -1, 3, -12, -2
COc1ncnc2c1ncn2CCCNCc1ccccn1
    10, 14, -13, -8, -2, -10, 15, 4, 17, -3, -2
CCOc1cc(CNCc2cccnc2)cc(Br)c1OCC(N)=O
    11, -2, -5, -4, -14, -9, 5, 6, 9, -8, -13
CCOc1cc(S(=O)(=O)N2CCOCC2)ccc1F
    13, -7, -14, 23, -7, -20, 10, -15, 11, -10, -1
Cc1cc(C(=O)COc2cc(F)ccc2[N+](=O)[O-])c(C)n1C1CC1
    6, -20, 2, 8, -2, 6, -9, 9, 8, 4, -34
CC1(C(=O)NS(=O)(=O)c2cccc(C#N)c2)CCN1C(=O)CCC1CCCC1 (configuration not stated)
    12, 8, -32, -9, ·, -1, 2, -13, 5, -18, 8
N/C(=N\N=C\c1ccco1)SC1CC(=O)N(c2ccccc2)C1=O (configuration not stated)
    -1, -1, 9, -14, 3, 4, 6, -13, 5, -4, -4
COc1cc(O)c2c(c1)OC(C)(C)CC2=O
    -5, 14, 7, -3, -16, 3, -5, -2, 5, 4, -3
CCCCN(C(=O)NC(=O)Nc1c(C)cc(C)cc1C)S(C)(=O)=O
    6, -17, -15, 3, 2, -17, -17, 10, 3, 34, -5
Cn1c(=O)oc2cc(S(=O)(=O)N3CCCC(C(=O)N4CCc5ccccc5C4)C3)ccc21 (configuration not stated)
    -8, 20, -1, 10, 4, -4, 6, 1, 12, -8, -1
O=C(CSCc1ccc([N+](=O)[O-])cc1)NC1CC1
    8, -4, -6, 11, -1, 21, -3, -5, -5, 3, -29
Cn1c(N)c(C(=O)COC(=O)CSc2ccc3ccccc3c2)c(=O)n(C)c1=O
    1, -8, -1, 6, 3, 5, 22, -2, 7, 1, -2

Random excerpt: 6 entries already listed.
Each structure is followed by: KKLEB cytotox, TWEAK Fn14 block, CF NFkB inh, COUP-TFII inh, EBV LMP1 NFkB, SRC2 inh, NR5A2 inv ag, NCOA3 inh, TROY NFkB inh, C8 TRAIL sens, SRC1 inh
CC(=O)Nc1cc(NC(C)=O)cc(C(=O)OCC(=O)N2CC(C)OC(C)C2)c1 (configuration not stated)
    2, -9, -5, 0, -19, -19, 7, -11, 2, -12, -33
Cc1cc(C(=O)COc2cc(F)ccc2[N+](=O)[O-])c(C)n1C1CC1
    6, -20, 2, 8, -2, 6, -9, 9, 8, 4, -34
Cc1cc(C(=O)OCC(=O)NCc2ccco2)c(C)n1-c1ccc(F)cc1
    -14, 10, 16, 9, 13, 3, 6, 3, 11, -11, -1
CCOc1cc(CNCc2cccnc2)cc(Br)c1OCC(N)=O
    11, -2, -5, -4, -14, -9, 5, 6, 9, -8, -13
COn1c(-c2ccccc2)c(C=O)c2ccccc21
    -8, 16, 7, 1, -1, -1, 13, -9, -39, 18, 8
CCOc1cc(S(=O)(=O)N2CCOCC2)ccc1F
    13, -7, -14, 23, -7, -20, 10, -15, 11, -10, -1

Following part:
structure,KKLEB cytotox,TWEAK Fn14 block,CF NFkB inh,COUP-TFII inh,EBV LMP1 NFkB,SRC2 inh,NR5A2 inv ag,NCOA3 inh,TROY NFkB inh,C8 TRAIL sens,SRC1 inh
CN(C)CCNC(=O)c1cc2c(=O)n(C)c3ccccc3c2n1C,3,-9,-10,-22,-8,-16,-1,2,-4,0,-8
Nc1ccc2c(c1)Cc1c(F)cccc1-2,12,-55,-28,·,-26,·,-62,-82,-94,15,-64
CNC(=O)C[C@H]1C(=O)N(c2ccc(OC)cc2)C[C@@H]1C,4,-1,-2,0,6,-3,1,-6,-18,1,-13
COc1ccc(CCCNC(=O)C2Cc3c(-c4ccccc4)ccnc3O2)cc1 (configuration not stated),-2,15,6,10,·,4,-17,9,5,-8,6
COc1ccc(OC)c(NC(=O)CCCCCn2nnc3ccccc3c2=O)c1,-4,-8,-9,20,5,7,1,9,10,-9,16
CN1CCN(NC(=O)Nc2cccc(F)c2)CC1,20,10,-35,-12,-7,-11,-40,5,-14,-4,-17
O=C(NCCc1nc2ccccc2[nH]1)/C(=C/c1ccc(F)cc1)NC(=O)c1ccco1,3,-7,-3,3,3,-3,-3,12,-10,-12,1
Cc1cccc(Nc2nnc(SCC(=O)c3c(N)n(C4CC4)c(=O)[nH]c3=O)s2)c1,0,-10,1,-1,5,-31,-2,-11,-32,49,-14
N#CCSc1ccsc1C(=O)Nc1ccc(F)cc1,-14,3,16,-11,2,-7,-16,-5,0,0,-12
CC(C)c1ccc(CNc2nc(NCC3CC3)nc3ccsc23)cc1,-34,40,31,31,·,18,13,-8,41,21,-2
O=C(CSc1ccc(S(=O)(=O)N2CCCCC2)cn1)Nc1ccccc1Br,-6,-8,-4,-2,-9,3,-5,-31,22,8,-18
Cc1c(Cl)cccc1NCC(=O)Nc1ccc(Cl)cc1F,-4,-4,-12,-12,3,13,-11,10,-24,17,-40
CCn1c(SC(C)C)nnc1-c1c[nH]c2ccccc12,7,3,-22,0,84*,4,5,13,-10,-1,-1
O=C1C=C(c2cccc3c2Oc2ccccc2S3)C[C@@H](c2ccc(Cl)cc2)C1,-12,0,25,1,-2,21,1,-4,-6,-6,-8
COc1cc(/C=C/C(=O)N[C@@H](Cc2c[nH]c3ccccc23)C(=O)O)ccc1O,-3,13,-9,21,-5,-27,-2,-20,11,1,-8
ONC(=Nc1ccc(Cl)cc1)c1ccccc1Cl,-6,14,10,1,-9,5,6,4,7,-11,-49
Cn1cc(CNCCCn2ncc3ccccc32)c(-c2ccccc2F)n1,12,30,-9,-1,7,-17,9,9,-24,0,9
CCc1ccc(NC(=O)CCCOc2cc(=O)n(C)c3ccccc23)cc1,-10,-6,-67,-15,·,-9,-19,16,-3,-11,2
Cc1ccc(C)c(NC(=O)CCc2nnc3ccc(NCc4ccco4)nn23)c1,-7,22,13,-6,-4,22,11,-22,-10,1,-8
CCN(C(=O)CN1CCN(S(=O)(=O)c2ccccc2C(F)(F)F)CC1)c1c(N)n(Cc2ccccc2)c(=O)[nH]c1=O,1,-3,11,-6,1,9,11,2,-3,-1,-1
COc1ccccc1C(=O)N1CCN(CCc2ccccc2)CC1,-7,-9,2,3,-3,14,16,2,-7,-15,13
Cc1ccc(N(CC(=O)NCc2ccccc2)C(=O)c2csnn2)c(C)c1,-8,30,-6,0,2,-10,-8,-11,0,-1,-1
NC(=O)CCC(C(=O)O)N1C(=O)C2C3CCC(C3)C2C1=O (configuration not stated),-2,0,-8,-1,-3,-20,5,-9,8,-10,1
O=C(CNc1cccc(S(=O)(=O)N2CCCC2)c1)Nc1ccc(F)c(F)c1,8,9,-13,14,2,21,16,6,-12,15,-12
CCc1nnc(NC(=O)C2CCCCC2)s1,11,0,0,-18,-5,-1,-30,-47,-3,-3,-19
O=C1c2ccccc2-c2nc3ccccc3cc21,7,30,-28,-30,-26,-82,-112,-72,-70,48,-78
COC(=O)Cn1cc(C(=O)c2ccco2)c2ccccc21,0,1,-1,2,-5,-4,-1,-37,-20,-8,2
